# Salmonella PhoP GFP = inhibitors of PhoP regulon expression, primary screen, Salmonella Typhimurium, GFP reporter (AID 1863). S. Typhimurium PhoP-regulated promoter GFP reporter, 4 h; higher % means a stronger effect. inhibition, % at 50 µM; hits with a dose series show IC50 in µM. 0.16% of 300,000 active;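 active = inhibition over 29.93%, a cutoff 3 SD above the screen mean, later confirmed by dose response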;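 note: 0% = low Mg2+ inducing control and 100% = high Mg2+ repressing control; strong numbers were not always called active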
# T cell modulator = modulators of CD8 T cell-vesicle binding, primary screen, mouse 2C CD8+ T cells, flow cytometry. 2C CD8+ T cell-vesicle binding; hits give low values. calls only at 7 µM. 0.068% of 330,000 active. AID 2052, 2009;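 active = response, share of CD8 T cells binding vesicles, and their 90th percentile fluorescence all below set limits, cut at about 80% in these data, passing the limit was not always enough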
#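 System: murine 2C transgenic CD8+ T lymphocytes; also added: QL9-loaded Drosophila micro-vesicles; times: binding 1.5 h at 37 °C; measured by: flow cytometry, PE anti-B7-1 (FL2) versus Alexa647 anti-CD8 (FL8), PFA-fixed; control set: Peptide-free naked vesicles (low) and QL9 vesicles with 0.7% DMSO vehicle (high)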
# Hep lipid drop = inhibitors of hepatocyte lipid droplet formation, primary screen, imaging, high-throughput imaging, BODIPY stain. AML12 mouse hepatocytes, oleate lipid droplets. inhibition, % at 6.5 µM. 0.4% of 240,000 active;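 active = lipid droplet intensity inhibited by at least 50%, with more than 500 cells counted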
#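 Assay system: AML12 hepatocytes (mouse) / Also added: 100 µM oleic acid challenge / Times: overnight treatment with compound plus oleate / Detection: high-content imaging of BODIPY-stained droplets and DAPI nuclei / Evaluation: % inhibition of lipid droplet signal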
# Insulin prom up = insulin promoter activators in MIN6 cells, imaging, high-content screening, mouse beta cells. MIN6 insulin promoter-GFP reporter; hits give high values. z-score at 5 µM. 0.3% of 190,000 active;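 active = z-score above 3 at 5 µM with at least 500 cells counted in the well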
# Dynein cargo inh = inhibitors of GR-EGFP nuclear translocation, primary screen, dynein cargo transport inhibitor project, imaging, high-content, 3617.4 mouse cells. z-score, hits read low. 0.47% of 220,000 active. test concentration mostly 20 µM; stimulated with dexamethasone, 1 µM; hits give low values;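 active = plate z-score of nuclear minus cytoplasmic receptor signal below a set negative limit, without overly bright fluorescence or cell loss, cut at about -3.5 in these data, passing the limit was not always enough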;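 note: z-score of nuclear minus cytoplasmic ring GR-EGFP intensity difference per well; some compounds called inactive have numbers as strong as hits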
#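 Buffer or medium – tet-free medium with charcoal-stripped serum · Signal – automated 10x imaging of fixed Hoechst-stained cells · Also added – dexamethasone agonist, 1.0 µM final, for 30 min · Incubation – induction 48 h, compound 1 h, agonist 30 min · Read-out – GR-EGFP nuclear translocation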
# bCat nuc transl = modulators of beta-catenin nuclear translocation, primary screen, imaging, HeLa cells, immunofluorescence, high-content; nuclear translocation activity, % at 5 µM; 0.3% of 190,000 active;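 active = nuclear translocation activity above 50% at 5 µM, with a well cell count of 50 or more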;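 note: per-cell ratio of nuclear to cytoplasmic median beta-catenin stain intensity; plate controls were DMSO negative control for no effect and GSK-3 inhibitor IX positive control for full effect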
#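 Assay system: human HeLa cells, native beta-catenin; doses: 5 µM primary, 0.02–20 µM confirmation; incubation: compound treatment 24 h, 37°C, 5% CO2; technique: fluorescence imaging of beta-catenin antibody stain plus DAPI; measure: % activation, nuclear-to-cytoplasmic median beta-catenin signal ratio per cell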
# Autophagy mod = autophagy modulators in MEF cells, primary screen, imaging, high-content, MEF GFP-LC3; MEF GFP-LC3 puncta imaging; test concentration mostly 10 µM; calls only at 10 µM (by protocol); 0.98% of 190,000 active; AID 463193, 2010;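 active = percentage of spot-positive cells more than 3 SD above its plate mean, without a fluorescence outlier flag or 80% toxicity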;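 note: spot-positive cell cutoff set from DMSO-treated cells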
# MT stabilizer = microtubule stabilizers in HeLa cells, primary screen, imaging, high-content imaging; HeLa tubulin immunostaining HCS, 24 h; share of cells brighter than vehicle mean+2SD; % tubulin-high responders, % at 10 µM; 0.83% of 200,000 active;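 active = plate Z-score above 3 for both tubulin-high and condensed-nucleus cell shares, with cell loss under 80%, at 10 µM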;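 note: anti alpha tubulin signal scored within the nucleus-defined area of each cell; some results filed as inactive read as strong as hits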
# CSM14.1 death rescue = rescue of cells from ER stress-induced death, primary screen, 384-well, CSM14.1, thapsigargin, ATP luminescence (AID 1222); CSM14.1 thapsigargin-induced death rescue, ATP luminescence; higher % means a stronger effect; one-dose cellular ATP content (survival), % at 20 µM; EC50 in µM for titrated hits; 190,000 tested, under 10 active;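 active = EC50 below 50 µM in the dose-response confirmation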;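 note: death triggered by thapsigargin at about 15 µM added after 2 h compound pretreatment; cell ATP read after overnight thapsigargin exposure of roughly 18 to 22 hours; normalized against plate controls of thapsigargin alone and 5% DMSO vehicle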
# Dynein cargo inh cytoplasmic EGFP = also measured in Dynein cargo inh; calls as there; z-score; measured here: cytoplasmic GR-EGFP intensity; hits give high values
# Dynein cargo inh nuclear GR-EGFP = recorded beside Dynein cargo inh, whose call it bears; z-score; measured here: nuclear GR-EGFP intensity;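 lower value marks the stronger effect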
# Dynein cargo inh cell count = further read-out of Dynein cargo inh, marked with its call; z-score; measured here: cell count per field
# Insulin prom up cell count = further read-out of Insulin prom up, marked with its call; cell count; measured here: cytotoxicity, nuclei count;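 total cells summed across four imaged fields per well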
# Hep lipid drop cells 6.5 µM = second read-out of Hep lipid drop, no call of its own (marks repeat the call); cell count; measured here: cell count, cytotoxicity flag;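 cells counted across two imaged fields per well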
# bCat nuc transl cell count 5 µM = second read-out of bCat nuc transl, no call of its own (marks repeat the call); cell count; measured here: cell count, cytotoxicity flag
# T cell modulator vesicle-bound % = also measured in T cell modulator; calls as there; double positive events, %; measured here: CD8+ vesicle-bound cell fraction;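 binding gate set so that unloaded-vesicle control wells show 10% double positive cells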
# MT stabilizer Hoechst-high % = recorded beside MT stabilizer, whose call it bears; % Hoechst-high responders; measured here: nuclear condensation Hoechst responders;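 share of cells brighter than vehicle mean plus two SD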
# MT stabilizer cytotoxicity % = second read-out of MT stabilizer, no call of its own (marks repeat the call); toxicity, %; measured here: cytotoxicity by cell density;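 0% = mean cell density of plate MIN control wells and 100% = no cells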
# Autophagy mod cell loss 18 h = also measured in Autophagy mod; calls as there; toxicity, %; measured here: cell loss, nuclei count;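 cell loss after 18 h compound exposure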
# An asterisk follows results filed as active; i = inactive; · = no result given.
SMILES,Salmonella PhoP GFP,T cell modulator,T cell modulator vesicle-bound %,Hep lipid drop,Hep lipid drop cells 6.5 µM,Insulin prom up,Insulin prom up cell count,Dynein cargo inh,Dynein cargo inh cytoplasmic EGFP,Dynein cargo inh nuclear GR-EGFP,Dynein cargo inh cell count,bCat nuc transl,bCat nuc transl cell count 5 µM,Autophagy mod,Autophagy mod cell loss 18 h,MT stabilizer,MT stabilizer Hoechst-high %,MT stabilizer cytotoxicity %,CSM14.1 death rescue
Cc1cc(C)nc(SCC(=O)NNC(=O)c2cccs2)n1,-3%,i,52,13,687,-0.14,1570,-0.64,-0.29,-0.18,0.92,-2.1,1057,i,4,2.7,1.7,4.1,-0.7%
COc1ccc(S(=O)(=O)N2CCOCC2)cc1N=Nc1sc(N)nc1-c1ccccc1,9%,i,22,1,627,-1.6,1506,1.4,0.018,1,-1.6,0.4,1066,i,-3,7.4,2.0,2.6,0.0%
CCN(CC)C(=O)CSc1nnc(-c2ccco2)n1N,-2%,i,50,·,·,-0.33,1631,-0.29,-0.28,-0.99,0.22,0.1,1314,i,9,1.9,1.9,2.9,0.0%
Cn1cnc([N+](=O)[O-])c1Sc1n[nH]c(N)n1,3%,i,42,12,406,0.15,1209,0.33,-0.28,-0.16,-0.53,-2.3,1146,·,·,·,·,·,·
COc1cc(Cl)c(C)cc1NC(=O)c1ccc2c(SCC(=O)O)c3c(nc2c1)CCCC3,3%,i,27,-3,762,-0.07,1166,-0.59,-0.23,-0.2,0.47,·,·,i,-6,2.0,3.2,7.3,-0.5%
CCN1CCN(C(=O)C(C)Nc2ccc(OC)cc2OC)CC1 (stereo unspecified),3%,i,63,-2,687,·,·,0.37,-0.24,0.67,-0.52,2.2,908,i,-8,4.6,3.2,4.7,-1.1%
COc1ccccc1-n1c(SCC(=O)Nc2nnc(C)s2)nc2c(c1=O)SCC2,-1%,i,17,-10,720,0.38,1213,0.95,0.31,1.2,0.025,1.9,1165,i,8,5.9,2.0,3.3,1.0%
O=C(CCNS(=O)(=O)c1ccccc1F)NCc1ccc2c(c1)OCO2,-4%,i,54,·,·,-1.1,1415,2.2,-0.11,1.5,-1.8,-1.7,1029,i,4,4.1,2.2,5.7,1.6%
CCCCN(CCCC)Cc1cc2ccccc2c2c1COC2,-1%,i,32,-7,854,·,·,0.068,-0.13,0.35,-0.066,8.3,933,i,1,2.9,1.8,11,-0.6%
O=C(/C=C/c1ccco1)Nc1ccc(Cl)c(S(=O)(=O)N2CCOCC2)c1,-7%,i,28,2,723,0.09,1117,-0.079,-0.23,-0.083,-0.55,0.2,1272,·,·,·,·,·,·
CCC1CCCCN1C(=O)Nc1ccc(F)cc1 (stereo unspecified),-4%,i,2,10,753,1,970,2.4,-0.069,2.3,-3,0.4,1010,i,-3,3.1,0.0,24,·
Cc1cccc2[nH]c(-c3ccc(NC(=O)c4ccco4)cc3)nc12,-3%,i,50,·,·,-0.28,1063,0.14,-0.33,-0.25,0.86,-1.9,1059,i,12,5.1,2.6,5.3,-0.5%
Cc1ccc(S(=O)(=O)N2CCOCC2)cc1NC(=O)COC(=O)c1ccc(OCc2c(C)noc2C)cc1,-5%,i,43,10,524,0.56,1294,-0.94,0.48,-0.65,0.93,1.4,883,i,12,2.4,4.3,2.7,-0.9%
COC(=O)c1ccc(C)c(NS(=O)(=O)c2ccc(NC(C)=O)cc2)c1,-4%,i,56,·,·,-0.65,1303,-1.2,-0.38,-0.31,0.5,-2.2,996,i,-1,5.7,2.6,1.5,-0.8%
Cc1nc2sc(-c3ccccc3)cc2c(=O)[nH]1,26%,i,20,9,798,·,·,0.042,-0.018,0.2,-0.051,·,·,i,0,5.3,1.7,6.6,-2.4%
COc1c(O)ccc2c1CN1CCc3cc4c(cc3C1C2)OCO4 (stereo unspecified),9%,i,29,-13,705,-0.59,1129,-0.58,-0.81,-0.53,0.33,-0.8,1295,·,·,·,·,·,·
COc1ccc(S(=O)(=O)NCc2ccc(C(=O)NCc3cccnc3)cc2)cc1,1%,i,51,-16,721,0.21,1230,0.45,-0.3,0.5,-0.6,0.3,1129,i,-3,3.1,2.1,4.5,0.5%
COc1ccc(OCc2nnc(SC(C)C(=O)Nc3nccs3)n2-c2ccccc2)cc1 (stereo unspecified),15%,i,6,-7,791,0.55,1285,0.019,-0.26,-0.039,-0.053,2.0,1176,i,-7,2.8,1.4,6.6,0.1%
CCOC(=O)C1=C(C)NC(=O)NC1c1ccccc1OCc1c(F)cccc1Cl (stereo unspecified),-6%,i,1,-1,765,1.2,915,0.49,-0.076,0.22,-0.074,-1.5,1147,i,-9,0.4,1.2,20,2.8%
CCOCC(=O)Nc1cc(C(=O)OC)cc(C(=O)OC)c1,24%,i,48,2,686,0.33,1314,1.1,-0.27,0.35,-0.84,-4.4,582,i,-13,3.9,2.3,0.7,-3.2%
Cc1ccc(S(=O)(=O)NCC(=O)OCC(=O)N2CCc3ccccc32)cc1,7%,i,52,·,·,0,1239,-0.88,-0.073,-0.53,1.8,-6.2,1067,i,-12,1.4,1.7,8.0,1.4%
CCOc1ccccc1N1CCN(C(=O)c2csc(C)c2CC)CC1,4%,i,25,-19,621,-0.8,1647,0.9,1.2,1.3,-0.91,-5.3,1070,i,0,4.0,1.9,19,3.3%
S=c1[nH]nc(-c2cc3ccccc3o2)n1Cc1ccccc1,-10%,i,30,0,756,·,·,0.041,-0.22,0.42,-0.02,4.5,573,i,-10,3.1,1.5,3.8,-2.5%
CCc1c(O)nc(SCC(=O)Nc2ccccc2)n(C(C)CC)c1=O (stereo unspecified),-1%,i,14,12,808,0.08,973,-0.38,-0.093,0.1,0.026,·,·,i,-4,1.9,2.0,6.3,-1.0%
Cc1cc(C)nc(SCC(=O)N(C)C)n1,12%,i,59,2,724,1.1,1305,0.35,-0.074,0.49,-1.4,-1.4,986,i,27,1.8,1.9,4.2,·
SMILES,Salmonella PhoP GFP,T cell modulator,T cell modulator vesicle-bound %,Hep lipid drop,Hep lipid drop cells 6.5 µM,Insulin prom up,Insulin prom up cell count,Dynein cargo inh,Dynein cargo inh cytoplasmic EGFP,Dynein cargo inh nuclear GR-EGFP,Dynein cargo inh cell count,bCat nuc transl,bCat nuc transl cell count 5 µM,Autophagy mod,Autophagy mod cell loss 18 h,MT stabilizer,MT stabilizer Hoechst-high %,MT stabilizer cytotoxicity %,CSM14.1 death rescue
O=[N+]([O-])c1ccc(/C=N/n2c(COc3ccccc3)n[nH]c2=S)cc1,-6%,i,44,·,·,0.09,1598,-1.1,-0.16,-0.5,0.7,-2.9,1413,i,1,1.1,2.1,5.0,-0.8%
Cc1cccc2c1N(CCOc1ccccc1)C(=O)C2=O,-6%,i,45,1,700,-0.19,1353,-0.43,-0.3,-0.075,0.52,0.3,1046,i,6,1.5,1.9,2.3,·
Cn1cc(C(=O)c2ccc(Cl)cc2Cl)cc1C(=O)N/N=C(\N)COc1ccc(Cl)cc1,-9%,i,40,-34,696,-1.4,943,-0.67,-0.26,0.11,0.0033,-1.1,1259,·,·,·,·,·,·
Oc1ccc(/C=N/Nc2cc(N3CCCC3)nc(N3CCCC3)n2)cc1,5%,i,67,·,·,0.37,1519,0.36,-0.16,0.52,-0.098,-0.3,1385,i,-17,1.8,1.3,4.9,-2.2%
COC(=O)N/N=C/c1cc(Cl)cc(Cl)c1OCc1ccccc1,2%,i,41,6,622,-0.08,1264,-0.074,-0.27,0.079,0.31,7.3,514,i,7,1.6,1.8,6.3,-1.7%
C#CCn1c(-c2ccccc2)ccc(C#N)c1=O,5%,i,33,11,450,·,·,0.53,-0.3,0.47,-0.31,0.4,1433,i,-33,2.2,0.7,1.3,-2.1%

# Some of these compounds in order of the Dynein cargo inh cytoplasmic EGFP value, falling.
structure	Dynein cargo inh cytoplasmic EGFP
Oc1ccc(/C=N/Nc2cc(N3CCCC3)nc(N3CCCC3)n2)cc1	-0.16
Cn1cc(C(=O)c2ccc(Cl)cc2Cl)cc1C(=O)N/N=C(\N)COc1ccc(Cl)cc1	-0.26
COC(=O)N/N=C/c1cc(Cl)cc(Cl)c1OCc1ccccc1	-0.27
C#CCn1c(-c2ccccc2)ccc(C#N)c1=O	-0.3

# Source: PubChem BioAssay (several laboratories)
